# MEP2-GFP yeast = modulators of TOR pathway MEP2-GFP in S. cerevisiae. 330,000 tested, 0.51% active. S. cerevisiae MEP2-GFP strain, flow cytometry GFP, 3 h; 100% = DMSO control level. GFP response vs DMSO, % at 10 µM;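 active = GFP response versus DMSO above a set limit, roughly screen mean plus 3 SD, cut at about 180% in these data; inconclusive = fewer than 70 cells counted for a yeast strain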;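 note: median GFP fluorescence of the barcode-gated MEP2-GFP cells per well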
# LAP4-GFP MLPCN = alters LAP4-GFP fluorescence in TOR pathway yeast screen. 320,000 tested, 0.34% active. GFP response vs DMSO, % at 10 µM. S. cerevisiae LAP4-GFP multiplex, flow cytometry GFP, 3 h; median GFP as percent of DMSO wells. AID 2023;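 active = GFP response vs DMSO above a set limit, about the screen mean plus 3 SD, cut at about 150% in these data; inconclusive = under 70 cell events counted for the yeast strain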
# Efflux pump inh = blocks antifungal efflux pumps in multiplex yeast assay | 330,000 tested, 0.44% active | AID 485275 | S. cerevisiae Candida pump triplex, Nile Red efflux | inhibition, % at 10 µM;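 active = plate passing quality check with inhibition over a set limit, or well fluorescence over plate mean plus 4 SD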;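 note: Nile Red retained in pooled yeast measured as flow cytometry median fluorescence; 0% = buffer negative control and 100% = Enniatin B positive control; higher means more Nile Red kept so more efflux inhibition; some compounds called inactive have numbers as strong as hits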
# RPL19A TOR yeast = modulators of TOR pathway RPL19A-GFP in S. cerevisiae | 330,000 tested, 0.3% active | S. cerevisiae RPL19A-GFP strain, flow cytometry, 3 h; hits give low values | AID 2025 | percent response vs DMSO, % at 10 µM;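 active = percent response vs DMSO below 50%; inconclusive = fewer than 70 events counted for the yeast strain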;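 note: median channel GFP fluorescence of the barcoded RPL19A-GFP strain; ratio of sample median GFP to plate DMSO average so 100% = DMSO; lower means less RPL19A-GFP as with rapamycin TOR inhibition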
# AHR activator = activators of human aryl hydrocarbon receptor | P35869 | activation, % at 5 µM | AHR-responsive luciferase reporter cells, luminescence | 320,000 tested, 2.5% active | AID 2796; in the data active = activation above about 47%;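 note: 0% = vehicle wells and 100% = reference agonist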
# Target sequence (P35869 whole entry, looked up): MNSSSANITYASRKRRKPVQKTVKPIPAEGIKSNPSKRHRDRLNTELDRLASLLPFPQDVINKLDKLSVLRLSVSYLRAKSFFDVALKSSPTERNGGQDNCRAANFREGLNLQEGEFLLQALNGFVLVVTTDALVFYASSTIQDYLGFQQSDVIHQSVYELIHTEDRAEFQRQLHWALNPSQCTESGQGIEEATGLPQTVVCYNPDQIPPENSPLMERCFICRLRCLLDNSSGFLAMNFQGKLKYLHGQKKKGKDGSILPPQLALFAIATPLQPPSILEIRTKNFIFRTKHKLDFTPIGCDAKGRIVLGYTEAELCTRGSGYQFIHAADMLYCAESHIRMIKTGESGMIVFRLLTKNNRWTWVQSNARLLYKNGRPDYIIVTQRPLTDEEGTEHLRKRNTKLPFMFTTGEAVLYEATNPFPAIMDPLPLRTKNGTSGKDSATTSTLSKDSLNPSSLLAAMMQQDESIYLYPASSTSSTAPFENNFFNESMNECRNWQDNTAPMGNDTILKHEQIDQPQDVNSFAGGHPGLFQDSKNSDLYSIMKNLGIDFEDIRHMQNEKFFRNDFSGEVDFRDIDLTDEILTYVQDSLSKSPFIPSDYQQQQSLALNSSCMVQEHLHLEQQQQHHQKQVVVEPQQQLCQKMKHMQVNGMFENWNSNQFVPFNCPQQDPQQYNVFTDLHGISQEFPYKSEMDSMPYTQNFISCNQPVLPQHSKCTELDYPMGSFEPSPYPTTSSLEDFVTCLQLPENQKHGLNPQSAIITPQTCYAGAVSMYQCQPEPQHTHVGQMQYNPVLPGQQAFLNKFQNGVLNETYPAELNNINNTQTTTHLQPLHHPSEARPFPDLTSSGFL
# CR mimetic SO = yeast age-related superoxide inhibition as caloric restriction mimetic; 330,000 tested, 0.18% active; superoxide response (% of plate mean), % at 10 µM; S. cerevisiae aged cells, superoxide DHE fluorescence; hits give low values;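 active = superoxide response under a set limit, about three screen SD below normal, cut at about 65% in these data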;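 note: yeast aged for seven days with compound at 30 °C before DHE staining; 100% = average MFI of all compound-treated wells on the plate with controls excluded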
# AGP1-GFP MLPCN = modulators of TOR pathway AGP1-GFP in S. cerevisiae. S. cerevisiae AGP1-GFP multiplex flow cytometry, 3 h; GFP as percent of DMSO wells. GFP response vs DMSO, % at 10 µM. 320,000 tested, 0.02% active;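 active = GFP response relative to DMSO above a set limit, near screen average plus 3 SD, cut at about 150% in these data; inconclusive = fewer than 70 cells counted for the yeast strain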;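 note: median GFP channel fluorescence of the gated AGP1 strain per well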
# CIT2-GFP yeast = yeast TOR pathway CIT2-GFP modulation; S. cerevisiae CIT2-GFP strain, flow cytometry, 3 h; 100 means same as DMSO wells; GFP response vs DMSO, % at 10 µM; 320,000 tested, 0.065% active;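 active = GFP response relative to DMSO above a set limit, near the screen mean plus 3 SD, cut at about 150% in these data; inconclusive = Fewer than 70 cells measured for a yeast strain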;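 note: ratio of well median GFP fluorescence to mean of DMSO wells on the plate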
# * marks the source's active call; other numbers are inactive results; ? = inconclusive; nt = no result given; [ ] = another dose, or the depositor's remark.
SMILES,MEP2-GFP yeast,LAP4-GFP MLPCN,Efflux pump inh,RPL19A TOR yeast,AHR activator,CR mimetic SO,AGP1-GFP MLPCN,CIT2-GFP yeast
Cc1ccc(S(=O)(=O)/N=C(/c2ccc(F)cc2)N2CCCCC2)cc1,103.1,101.1,0.3,105.9,-1.2,102.0,111.1,111.6
CCC(C)NC(=O)c1cnn2c1NC(c1cccs1)CC2C(F)(F)F (stereo not drawn),99.8,98.4,-0.1,100.0,2.5,105.9,106.5,113.0
Cc1ccc(Sc2ccc(N)cn2)cc1,102.8,108.8,0.1,99.8,7.6,108.6,101.5,97.7
COc1cc(Cl)ccc1OCc1cc(C(=O)N(C)C2CCOC2)no1 (stereo not drawn),104.2,108.8,-0.3,98.0,9.8,82.4,109.6,104.5
COc1ccc(OC)c(C(=O)CN2C(=O)NC(C)(c3ccccc3)C2=O)c1 (stereo not drawn),98.7,99.7,-0.3,97.7,2.0,96.2,96.7,107.0
CCOC(=O)c1c(C)[nH]c(C(=O)OCC(=O)Nc2cccnc2Cl)c1C,101.9,100.4,-0.3,103.5,11.0,102.0,103.0,97.8
COc1ccc(NC(=O)C2CSC(C)(C)N2C=O)cc1 (stereo not drawn),104.4,97.1,-0.1,103.8,20.6,103.9,103.1,105.3
CCCCCCC/C=N/Nc1nnc(Cc2ccccc2)c(=O)[nH]1,90.7,nt,0.0,87.1,41.0,101.7,96.5,100.9
CCOc1ccc(-n2nc3ccc(NC(=O)CC)cc3n2)cc1,114.4,105.8,0.0,107.8,nt,102.4,107.3,112.8
Cc1ccc(NC(=O)c2nc(S(=O)(=O)Cc3ccccc3)ncc2Cl)cc1,86.5,151.9*,0.1,95.2,14.7,137.3,92.4,74.3
Oc1ccc(NCc2ccc(OCc3ccccc3)cc2)cc1,95.3,91.4,0.3,103.3,nt,103.7,88.2,90.8
CCCCC(=O)Nc1ccc(C(=O)Nc2ccc(S(=O)(=O)Nc3ccc(C)cc3)cc2)cc1,105.0,98.3,-0.3,102.1,1.4,114.0,100.3,101.2
COc1ccc(CCNCC(=O)Nc2ccc(C(=O)N3CCCCC3)cc2)cc1,85.6,92.0,0.1,92.3,1.5,82.9,90.5,93.7
CCOC(=O)N1CCN(C(=O)c2ccccc2NC(C)=O)CC1,72.9,76.3,0.0,78.0,-2.1,86.8,78.4,86.9
Cc1ccc(CN2C3=NCCN3c3ccccc32)cc1,101.5,112.3,0.0,104.5,-1.1,103.7,117.1,101.8
COc1ccccc1C(=O)NNC(=O)C(=O)NCc1ccccc1,115.6,115.5,0.1,109.4,9.2,96.5,111.6,115.3
COCCNC(=O)c1cc(OC)c(OC)cc1[N+](=O)[O-],107.4,107.6,-0.1,101.9,-0.3,103.1,102.9,104.2
CC(C)(Oc1ccc(Cl)cc1)C(=O)NCC1CCCO1 (stereo not drawn),103.0,101.8,0.1,100.1,1.2,81.9,109.2,99.3
CCC(C)(C)NC(=O)Cc1ccc(F)cc1,93.8,94.0,0.1,93.6,-1.0,104.1,100.0,94.9
COc1ccccc1NC(=O)CSc1nc(N)c(-c2ccccc2)c(=O)[nH]1,108.3,91.2,0.5,90.0,2.1,91.4,97.7,nt
CCOc1ccccc1N1CCN(CC(=O)NC(=O)NCc2ccco2)CC1,104.4,104.9,0.1,102.6,1.4,100.4,103.7,102.7
Cc1ccc(S(=O)(=O)NCC(=O)NCC(=O)OCC(=O)N2CC(=O)Nc3ccccc32)cc1C,92.5,89.4,0.0,97.7,0.4,78.4,96.1,86.8
COc1ccc(-c2noc(Cc3cccs3)n2)cc1,98.9,96.7,0.2,96.2,-1.9,104.8,93.5,91.3
O=C(NNC(=O)c1ccccc1F)c1cccs1,107.2,99.2,0.0,105.1,-0.5,95.3,102.0,109.3
O=C(N/N=C/c1ccc(-c2cccc(C(F)(F)F)c2)o1)c1ccccc1O,98.6,104.5,-0.3,106.2,17.7,94.0,101.7,109.9
CCC(C(=O)NCc1cccc(C)c1)n1nc(C)c2c(C)n(-c3ccccc3)nc2c1=O (stereo not drawn),101.9,108.9,-0.1,93.8,-0.3,87.4,101.0,101.1
CCCCN(CCCC)S(=O)(=O)c1ccc(NC(=O)Cc2cccs2)cc1,98.0,100.4,-0.1,98.2,-2.4,127.6,101.9,95.3
CCOC(=O)CN1CC23C=CC(O2)C(C(=O)NCc2ccc(F)cc2)C3C1=O (stereo not drawn),109.1,102.9,0.0,94.9,0.2,100.0,103.7,96.8
COc1ccc(CC(=O)Nc2ccccc2Oc2ccccc2)cc1,91.5,96.4,0.0,99.0,2.7,90.2,100.4,97.0
Cc1[nH]c2ccccc2c1CCN(Cc1cccs1)C(=S)NC(C)(C)C,96.5,96.5,-0.2,99.5,7.6,93.7,104.3,104.2
COc1cc(C2NC(=S)NC(C)=C2C(=O)OC(C)C)ccc1OC(C)C (stereo not drawn),97.3,100.0,0.1,96.3,1.2,101.1,102.0,99.2
N#CCc1ccc(NC(=O)Nc2cccc(Cl)c2)cc1,107.0,103.0,0.1,99.4,2.5,94.7,103.3,104.4
COC(=O)c1ccc2c(=O)n(CCCCCC(=O)O)c(=S)[nH]c2c1,99.7,90.3,-0.2,96.8,-2.6,119.5,92.4,105.1
O=C(NCCS(=O)(=O)NCc1ccccn1)c1ccccc1,92.9,91.8,0.0,86.8,-1.3,102.5,98.6,85.7
COc1ccccc1Cn1c(C)nnc1-c1cnn(C)c1N,?,?,-0.8,?,4.5,89.5,?,91.3[may fluoresce red]
CCN1CCN(C(=S)NCc2ccc(C)cc2)CC1,100.9,91.0,-0.1,96.6,-2.5,101.4,93.8,98.5

# Rewritten field by field: entries from further up
CCCCN(CCCC)S(=O)(=O)c1ccc(NC(=O)Cc2cccs2)cc1
  MEP2-GFP yeast = 98.0; LAP4-GFP MLPCN = 100.4; Efflux pump inh = -0.1; RPL19A TOR yeast = 98.2; AHR activator = -2.4; CR mimetic SO = 127.6; AGP1-GFP MLPCN = 101.9; CIT2-GFP yeast = 95.3

N#CCc1ccc(NC(=O)Nc2cccc(Cl)c2)cc1
  MEP2-GFP yeast = 107.0; LAP4-GFP MLPCN = 103.0; Efflux pump inh = 0.1; RPL19A TOR yeast = 99.4; AHR activator = 2.5; CR mimetic SO = 94.7; AGP1-GFP MLPCN = 103.3; CIT2-GFP yeast = 104.4

# Continued:
SMILES,MEP2-GFP yeast,LAP4-GFP MLPCN,Efflux pump inh,RPL19A TOR yeast,AHR activator,CR mimetic SO,AGP1-GFP MLPCN,CIT2-GFP yeast
CC1(C)CC(NS(=O)(=O)c2ccc(F)cc2)CC(C)(C)N1,104.1,97.1,-0.2,96.1,2.5,88.9,100.4,97.0
CCOC(=O)c1sc(=S)n(Cc2ccccc2)c1N,94.8,91.8,0.1,93.5,3.8,104.4,86.4,78.2
CCN1CCN(c2ccc(S(=O)(=O)N3CCCCC3)cc2NC(=O)/C=C/c2cccc(OC)c2OC)CC1,97.7,78.8,0.1,99.0,1.0,107.1,86.4,92.7
CCOCCCn1c(SCC(=O)/C(C#N)=C(\C)N)nc2ccccc2c1=O,116.8,99.4,0.8,99.0,-4.1,93.5,99.7,95.9
COC(=O)c1ccccc1NC(=O)CSc1ccc(C)cc1,99.8,105.9,0.0,98.9,-1.7,120.2,99.8,94.9
Cc1ccc(-c2n[nH]c3c2C(c2cccc(O)c2)N(c2ccc(C(=O)O)cc2)C3=O)cc1 (stereo not drawn),100.6,100.5,0.6,98.8,-2.4,108.4,104.6,92.2
CC(NC(=S)NCCc1ccccc1)C(c1cccs1)N1CCN(C)CC1 (stereo not drawn),103.4,103.5,-0.1,107.3,-1.4,110.7,104.0,99.4
CCOC(=O)c1sc(=S)n(C)c1NC(=O)c1ccc(F)cc1,97.2,101.9,-0.1,100.0,1.8,88.9,104.2,108.9
COCCNC(=S)NC(=O)c1ccc(C(C)(C)C)cc1,103.9,109.0,0.1,98.2,30.3,84.9,100.8,95.3
O=C(C1=C(O)C(=O)N(Cc2ccco2)C1c1ccccc1F)c1cccs1 (stereo not drawn),98.6,100.0,0.0,100.6,-0.5,106.4,106.0,93.7
Cc1ccc(S(=O)(=O)NCC(=O)OCCOc2ccccc2F)cc1,106.2,98.4,0.2,96.8,-1.0,106.7,97.1,96.1
CC1CC(C)CN(S(=O)(=O)c2ccc3c(c2)CC(C)N3C(=O)C2CCC2)C1 (stereo not drawn),100.5,104.7,0.1,107.9,-0.4,143.9,105.7,110.0
CC(C)(C)c1nc[nH]c(=O)c1Br,95.1,95.8,1.5,100.1,-2.0,118.1,96.6,85.8
Cc1ccc(/C([O-])=C(/C(=S)Nc2ccc(SC(F)F)cc2)[n+]2ccccc2)cc1[N+](=O)[O-],92.1,106.6,0.3,98.2,4.2,103.4,96.8,87.8
O=C(N/N=C/C=C\c1ccco1)c1cccnc1,93.8,101.0,0.0,100.0,24.6,105.6,106.4,98.8
Cc1ccsc1C(=O)N1CCN(c2ccccn2)CC1,94.8,80.8,-0.1,93.0,0.1,94.8,86.7,103.0
Cc1ccc2oc(=O)c(/C=C(\O)c3sc(C)nc3C)nc2c1,96.5,94.8,-0.3,102.1,8.2,95.6,99.0,100.3
COC(=O)c1sccc1NC(=O)C1CC2CCC1C2 (stereo not drawn),99.8,108.3,0.1,96.8,0.3,94.1,97.7,92.8
Cc1c(NC(=O)OCCNC(=O)COc2ccc(Cl)cc2Cl)sc(=S)n1C,108.0,109.0,0.0,103.7,8.9,90.8,104.8,98.3
Cc1ccc(CN(Cc2cccnc2)C(=S)Nc2cc(Cl)ccc2C)cc1,98.2,114.3,0.3,93.2,2.1,101.7,96.3,90.0
C/C(=N\NC(=O)c1cc(Br)ccc1O)c1ccccn1,118.2,119.7,-0.2,108.4,nt,130.4,96.0,89.0
Cc1cc(C(=O)Nn2c(C3CCCCC3)nc3ccccc3c2=O)ccc1[N+](=O)[O-],99.1,85.6,0.0,101.6,-0.1,101.1,92.1,89.8
CCc1cc(C(=O)Nc2ncccc2O)sc1C,102.2,99.1,0.1,104.5,77.6*,97.1,94.8,93.0
Cc1c(Cc2ccccc2)c(=O)oc2cc(OCC(=O)c3ccccc3)ccc12,100.8,95.8,0.4,101.9,11.9,103.6,103.6,97.5
CC(Sc1nc2cc([N+](=O)[O-])ccc2n1-c1ccc(F)cc1)C(=O)NCc1ccc2c(c1)OCO2 (stereo not drawn),109.4,102.0,0.0,108.4,0.0,118.6,116.1,109.8
S=c1[nH]nc(-c2ccccc2)n1/N=C/c1cccc(Cl)c1,104.8,91.8,0.2,103.2,37.8,89.0,94.4,99.8
Cc1ccc(OCCCCN2CCCCC2)c(Br)c1,104.2,89.5,0.2,96.8,1.3,114.7,99.0,102.6
COc1ccc(Nc2c3c(nc4ccccc24)CCC3)c(OC)c1,105.4,89.1,0.0,103.9,1.4,78.9,92.5,101.4
FC(F)(F)c1cccc(N2CCN(CC3CC=CCC3)CC2)c1 (stereo not drawn),91.1,88.0,-0.1,87.9,-1.4,104.0,89.9,92.4
CCCN1CCN(C(=O)CCCn2c(C)c3cnn(-c4ccccc4)c(=O)c3c2C)CC1,103.3,100.1,0.0,100.5,-1.9,114.1,97.2,101.8
O=C(OCCN1CCOCC1)c1cccc(F)c1,104.3,94.6,0.0,104.3,1.7,91.4,103.5,104.8
COc1cc(/C=N/Nc2ccc(Cl)c(C(=O)O)c2)ccc1OCC(=O)N1C(C)CCCC1C (stereo not drawn),91.0,96.0,-0.3,100.1,0.9,111.3,99.2,101.3

# High-throughput results: PubChem BioAssay, several laboratories
